KDM5B inhibitor = blocks human KDM5B histone demethylase activity; Q9UGL1; Potency, µM (titrated, usually from 57.7 µM), inactives show top-dose activity change, negative = inhibition, most hits filed as inhibitors; KDM5B demethylase, FDH-coupled NADH fluorescence (FDH is formaldehyde dehydrogenase); 2.6% of 220,000 active; active means well fitted inhibition curve with a large enough effect; inconclusive means small, poorly fitted or top-dose-only effect; inactive means no such curve, though single readings can be large or run the other way; further: 0% is about no effect; nearly all actives have a fitted effect of over 70% in size
Target sequence (Q9UGL1 whole entry, looked up): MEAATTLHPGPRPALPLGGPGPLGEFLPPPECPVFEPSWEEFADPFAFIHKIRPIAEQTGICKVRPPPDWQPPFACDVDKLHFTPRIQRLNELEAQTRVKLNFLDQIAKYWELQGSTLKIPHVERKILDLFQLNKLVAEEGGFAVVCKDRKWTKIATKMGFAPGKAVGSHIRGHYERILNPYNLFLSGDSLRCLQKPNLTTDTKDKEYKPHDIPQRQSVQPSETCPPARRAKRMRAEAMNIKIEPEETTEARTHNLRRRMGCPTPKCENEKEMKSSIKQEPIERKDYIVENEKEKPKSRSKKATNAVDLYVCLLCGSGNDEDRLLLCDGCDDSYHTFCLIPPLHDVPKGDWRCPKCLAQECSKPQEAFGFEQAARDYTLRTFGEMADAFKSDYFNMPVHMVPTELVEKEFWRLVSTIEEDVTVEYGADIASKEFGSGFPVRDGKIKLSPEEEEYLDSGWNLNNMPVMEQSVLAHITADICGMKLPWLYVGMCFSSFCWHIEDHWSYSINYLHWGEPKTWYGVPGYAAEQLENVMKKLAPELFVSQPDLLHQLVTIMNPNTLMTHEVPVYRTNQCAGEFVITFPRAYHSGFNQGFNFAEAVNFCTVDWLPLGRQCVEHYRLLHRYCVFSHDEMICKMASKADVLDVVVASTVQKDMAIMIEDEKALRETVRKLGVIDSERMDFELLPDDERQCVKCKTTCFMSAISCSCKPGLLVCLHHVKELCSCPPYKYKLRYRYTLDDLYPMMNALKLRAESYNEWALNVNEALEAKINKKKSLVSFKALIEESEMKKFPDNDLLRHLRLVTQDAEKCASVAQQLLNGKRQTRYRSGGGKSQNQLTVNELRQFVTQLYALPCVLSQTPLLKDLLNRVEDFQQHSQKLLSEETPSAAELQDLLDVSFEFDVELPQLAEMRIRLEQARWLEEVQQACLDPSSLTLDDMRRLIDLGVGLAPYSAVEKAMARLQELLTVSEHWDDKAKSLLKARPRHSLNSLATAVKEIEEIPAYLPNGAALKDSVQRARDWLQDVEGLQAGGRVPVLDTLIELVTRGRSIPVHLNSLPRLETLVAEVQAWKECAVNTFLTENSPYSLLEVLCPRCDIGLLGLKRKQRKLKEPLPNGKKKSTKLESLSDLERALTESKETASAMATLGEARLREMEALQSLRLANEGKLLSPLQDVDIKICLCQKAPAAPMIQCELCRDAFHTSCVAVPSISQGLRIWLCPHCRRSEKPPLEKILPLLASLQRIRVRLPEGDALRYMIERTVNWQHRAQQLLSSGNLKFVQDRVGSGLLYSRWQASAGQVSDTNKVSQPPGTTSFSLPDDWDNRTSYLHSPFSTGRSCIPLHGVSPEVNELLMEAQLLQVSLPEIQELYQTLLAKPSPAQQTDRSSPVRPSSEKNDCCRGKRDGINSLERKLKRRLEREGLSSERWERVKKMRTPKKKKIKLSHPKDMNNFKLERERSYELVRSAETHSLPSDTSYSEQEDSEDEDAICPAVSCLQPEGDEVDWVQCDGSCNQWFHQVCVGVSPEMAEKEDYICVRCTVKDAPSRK
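Coupled FDH/NAD⁺ fluorescence readout. KDM5BΔAP 200 nM final; compound titration, 10 min RT preincubation; substrate mix 12.5 µM H3K4me3, 25 µM 2-OG, 50 µM Fe(II), 100 µM ascorbate, 0.25 mM NAD⁺, 0.25 U/mL FDH; ΔRFU over 30 min.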
* = called active by the depositor; i = inactive; ? = inconclusive; & = joins results of further samples; [ ] = another dose, or the depositor's remark. Potency means the concentration at half of the fitted maximal effect. Some of the compounds tested; rates above refer to the full screens.

mol | KDM5B inhibitor
CCC1CCCCN1CCNC(=O)c1cc2c(s1)CN(C1CCCC1)C2 (stereo not given) | 14µM*
COCCCNS(=O)(=O)c1cccc(S(=O)(=O)c2cccc(S(=O)(=O)NCCCOC)c2)c1 | 1%
CCCCOc1ccc(-c2n[nH]c(=S)n2Cc2ccccc2)cc1 | -20%
CC1CCN(C(=O)COc2ccccc2-c2noc(-c3ccccc3F)n2)CC1 | -4%
O=C(NCc1n[nH]c(=O)c2ccccc12)c1ccc(Cl)cc1 | 9%
Cn1c(CCNC(=O)CC2CCOC3(CCN(S(C)(=O)=O)CC3)C2)nc2ccccc21 (stereo not given) | -16%
CC(C)C1=NOC2(CCN(Cc3ccc(Cl)cc3)CC2)C1 | -7%[149 µM]
Cc1ccc(-n2c(SCC(=O)NC(=O)NCC(C)C)nnc2N2CCCCC2)cc1 | 17%
O=C(NCc1ccc(Cl)cc1)C1CC(=O)N(c2n[nH]c3cccc(F)c23)C1 (stereo not given) | 20µM*
Cc1oc2cc(OCC(=O)NCCCOC(C)C)ccc2c(=O)c1-c1ccc(Cl)cc1 | -7%
CC1=C(C(=O)OC(C)C)C(c2cccs2)N2C(CC(=O)NC3CC3)=CSC2=N1 (stereo not given) | -37%
COC(=O)[C@H](Cc1ccc(OC)cc1)NC(=O)[C@@H]1CN(C(=O)c2cccc(F)c2)CCN1C(=O)C1CCNCC1 | 43%[activator]
CCn1cnc2c1c(=O)n(CC(=O)N(Cc1ccc(F)cc1)C1CC1)c(=O)n2Cc1ccccc1 | 18%
O=C(NCc1ccccc1Cl)c1ccc2c(c1)nnn2C1CCCC1 | -20%
Cc1ccc(C)c(SC(C)C(N)=O)c1 (stereo not given) | 22%
CC(=O)Nc1ccc(N=Cc2ccc(N(C)C)cc2)cc1 | -2%
CN(CC(=O)NC(C)(C)C)C(=O)CSc1nnc(-c2cc3c(s2)CCC(C(C)(C)C)C3)n1C (stereo not given) | 2%
CN(C)C[C@@H]1CN(c2ccncn2)C[C@H]1NC(=O)COc1ccccc1 | -12%
CC(C)C1c2nccn2CCCN1C(=O)c1ccc(C#N)cc1 (stereo not given) | 32%
Cc1noc(C)c1CC(=O)NC1CCc2nn(C)c(=O)n2CC1 (stereo not given) | -8%
CONC(=O)COC(c1ccccc1)c1ccccc1 | 8%
COc1ccccc1COc1ccc2c(C)c(CCC(=O)O)c(=O)oc2c1C | ?
Cc1ccc(C(=O)NCC(=O)N2CCCCCCNC(=O)CC2c2ccccc2)s1 (stereo not given) | 6%
CC(C)Cn1nc(C(=O)Nc2nc(-c3ccc4c(c3)OCCO4)cs2)c2ccccc2c1=O | 15%
Cc1c(CC(=O)NCCc2ccccc2)c(=O)oc2cc(O)c(Cl)cc12 | i
CCOC(=O)c1cc(S(=O)(=O)N(C)c2ccccc2)[nH]n1 | -33%
Cc1cc(C)nc(/N=C2\NC(=O)CN2c2cc(Cl)cc(Cl)c2)n1 | 10%
O=C(NC1CCc2ccccc21)c1cc2c(s1)CCCC2 (stereo not given) | ?
CCOC(=O)c1ccc(NC(=O)c2c(N3CCCC3=O)c3cc(OC)ccc3n2C)cc1 | ?
CCN(c1ccc(Cl)cc1)S(=O)(=O)c1nnc(NC(=O)C(C)C)s1 | 27%&1%
CC1(C)CC(=O)C2=C(C1)Nc1[nH]n(-c3ccccc3)c(=O)c1C2c1ccc(O)cc1 (stereo not given) | -27%
CCOC(=O)c1cc(-c2ccc(F)cc2)n(CCC(=O)Nc2cc(OC)cc(OC)c2)c1C | ?
CCc1ccc(CNC(=O)c2ccc(-c3nc(CSc4ccc(C)cc4)c(C)o3)cc2)cc1 | -1%
Cc1ccccc1CC(=O)N(C)CC1CCOCC1 | 13%
Cc1ccccc1C(=O)N1CCCN(C)c2ccccc21 | 4%
O=C(CN1C(=O)COc2ccc(S(=O)(=O)N3CCOCC3)cc21)NCc1ccc(F)cc1 | 0%
COc1cccc(NC(=O)Nc2cc(C(=O)NCc3cccc(F)c3)ccc2N2CCOCC2)c1 | ?
CSc1ccc(-c2cccc(CN)c2)cc1 | ?
Cc1ccc(CNC(=O)c2cc3c(s2)CCN(C(=O)c2ccccc2)C3)cc1 | ?
Cc1cc(O)c(C(=O)c2cccs2)c(=O)o1 | -6%
Cc1[nH]c(=S)c(C#N)c(C)c1Cc1ccc(Cl)cc1Cl | 8%
O=C(c1cnccn1)N1CCC(c2nc(C3CC3)no2)C1 (stereo not given) | -13%
Fc1ccc(N=Cc2ccc(C=Nc3ccc(F)cc3F)cc2)c(F)c1 | ?
CC(=O)N1CC2(CCN(C(=O)CCC(=O)O)CC2)Cc2ccccc21 | -1%[115 µM]
O=C1COc2ccc(N3CCOCC3)nc2CN1CCOc1ccccc1 | ?
CC(C)C(=O)N1CCCC(c2nn(C)c(=O)n2-c2ccccc2)C1 (stereo not given) | 19%
COc1nccnc1NC1CCN(C(=O)c2c[nH]c3ccccc23)CC1 | ?
CCCCN(C)CCC(=O)Nc1ccc(F)cc1 | -11%
O=C(NCc1cc2n(n1)CCNC2)c1ccc2c(c1)ncn2CCO | -17%
COc1cc(/C=C(\NC(C)=O)C(=O)O)cc(OC)c1OC | -1%

Following part:
mol | KDM5B inhibitor
CCOC(=O)c1nc(NCc2cc(OC)ccc2OC)c2ccccc2n1 | 5%
Cc1ccc(CNC(=O)CN2C(=O)C3(SCC(=O)N3c3cc(C)cc(C)c3)c3ccccc32)cc1 (stereo not given) | 0%
Cc1ccc(-c2nc(Cn3c(=O)c(C#N)cn(C4CC4)c3=O)co2)c(C)c1 | 14%
COc1cc(/C=C(/C#N)c2ccccn2)ccc1OCc1cccc(C(F)(F)F)c1 | 1%
Cc1ccccc1C(=O)Nc1nc(-c2nnn(-c3ccc(C(C)C)cc3)c2C)ns1 | -20%
CC(C)C(=O)NCCNC(=O)c1cn(C)c2ccccc12 | -7%
C=CCn1c(=N)n(CC(=O)c2ccc(Cl)cc2)c2ccccc21 | 17%
O=C(Cc1ccc(F)cc1)Nc1ccc2ncnc(N3CCCCC3)c2c1 | -26%
O=C(COc1ccccc1)N1CC(c2nnc(-c3ccncc3)o2)C2(CCOCC2)C1 (stereo not given) | 1%
COc1ccc(NC(=O)COc2ccc(S(=O)(=O)NC3CCCCC3)cc2)cc1OC | -5%

4 entries out of the list, arranged by SMILES length, lowest first.
mol | KDM5B inhibitor
CCOC(=O)c1nc(NCc2cc(OC)ccc2OC)c2ccccc2n1 | 5%
COc1cc(/C=C(/C#N)c2ccccn2)ccc1OCc1cccc(C(F)(F)F)c1 | 1%
Cc1ccccc1C(=O)Nc1nc(-c2nnn(-c3ccc(C(C)C)cc3)c2C)ns1 | -20%
Cc1ccc(CNC(=O)CN2C(=O)C3(SCC(=O)N3c3cc(C)cc(C)c3)c3ccccc32)cc1 (stereo not given) | 0%

Next part.
mol | KDM5B inhibitor
O=C(CSC1=NC2(CCCCC2)N=C1c1cccs1)NCc1ccccc1 | 0%
CN1C[C@@H](NS(=O)(=O)c2ccccc2)C[C@H]1c1nc(Cc2ccccc2)no1 | -19%[86.2 µM]
O=C(NCCCOC1CCCCC1)c1cc(=O)[nH]c2ccccc12 | -23%
Cc1ccc(C(=O)N2CCCN(c3cc(-c4ccc(Cl)cc4)[nH]n3)CC2)s1 | -26%
CCCC(=O)N1CCC2(CC1)NCCc1c2[nH]c2ccccc12 | ?
Cc1ccc(CNC(=O)c2c(C)oc3nc(C)nc(N4CCOCC4)c23)cc1 | -13%
c1cncc(-c2nnc3n2CCN(CC2CCCCC2)C3)c1 | -8%&0%[86.2 µM]
O=C(NCc1ccccc1)N1CCN(C(=O)c2ccc3ccccc3c2)CC1 | 3%
COc1ccc(NC(=O)CSc2nc3ccccc3nc2N2CCC(C)CC2)cc1 | ?
COc1cc(OC)c(C2=CCN(S(=O)(=O)N3CCOCC3)CC2)c(OC)c1 | -7%
CCc1ccc(C(=O)c2cn(CC(=O)Nc3cc(OC)cc(OC)c3)c3ccc(CC)cc3c2=O)cc1 | -13%
COCc1cc(CNC(=O)c2ccc(C3CCNC3)cc2)[nH]n1 (stereo not given) | -4%
COCCCNc1cc(-c2cccs2)nc2c(C)noc12 | -14%[86.2 µM]
O=C(C1CC1)N1C[C@@H]2OCC(=O)N(Cc3ccncc3)[C@@H]2C1 | ?
COc1ccc(C(=O)N2CCN(C(=O)COc3ccc(Br)cc3)CC2)cc1OC | -27%
Cc1cnc(-c2ccccc2)n1C1CCN(C(=O)c2ccco2)CC1 | 12%
Cc1cc(=O)n(CC(=O)N2CCc3ccccc32)c(N2CCc3ccccc3C2)n1 | 21%
CCn1ccnc1CN1CCN(C2CCCCC2)C(CCO)C1 (stereo not given) | -18%
N#CC1CCN(C(=O)C2CN(c3ccc(F)cc3)C(=O)N2)CC1 (stereo not given) | 27%[86.2 µM]
COCCOc1ccc2c(n1)CCN(C(=O)CCn1nc(C)cc1C)C2 | -22%

KDM5B inhibitor, what is marked active above
mol | KDM5B inhibitor
CCC1CCCCN1CCNC(=O)c1cc2c(s1)CN(C1CCCC1)C2 (stereo not given) | 14µM*
O=C(NCc1ccc(Cl)cc1)C1CC(=O)N(c2n[nH]c3cccc(F)c23)C1 (stereo not given) | 20µM*

(list continues)
mol | KDM5B inhibitor
Cc1ccccc1-c1[nH]nc2ncc(-c3ccccc3O)nc12 | -6%[86.2 µM]
O=C(Cn1nc(C(=O)O)c2ccccc2c1=O)Nc1c(F)cccc1F | 14%
CN(C)C(=O)C1CN(C(=O)c2cccc(Cl)c2)CC12CCOCC2 (stereo not given) | 14%
Cc1ccc(N2C(=O)CS(=O)(=O)C23C(=O)N(C)c2ccccc23)cc1F (stereo not given) | -20%
CCOc1ccc(OC(C)C(=O)NN)cc1 (stereo not given) | -2%
CCCCNS(=O)(=O)c1ccc2nc(-c3cccnc3)cc(C(=O)NCCCOC(C)C)c2c1 | -2%
N#Cc1nc(-c2cccc3ccccc23)oc1NCCN1CCOCC1 | i
COc1ccc2[nH]cc(C3C(NC(=O)c4ccccc4)=C(C)Nc4ncnn43)c2c1 (stereo not given) | 2%
Cc1ccc2c(c1)-c1c(cnc3cc(-c4ccc(Cl)cc4)nn13)CO2 | ?
Cc1ccccc1-n1c(C)c(C)n2c3c(=O)[nH]c(=O)n(C)c3nc12 | -7%
COC(=O)C1=CN(c2cccc(C(F)(F)F)c2)C=C(C(=O)OC)C1c1ccc(F)cc1 | ?
N#CCOc1ccc2[nH]cc(C(C(=O)O)N3CCN(Cc4cccc(Cl)c4)CC3)c2c1 (stereo not given) | 9%
Cc1ccc(CNC(=O)N2CCN(S(=O)(=O)c3ccccc3)CC2)cc1 | 34%
CCOc1ccc(NC(=O)c2oc3ccccc3c2NC(=O)c2cc(C)cc(C)c2)cc1 | -16%
COc1ccccc1-c1nnc(SCC(=O)N(C(C)C)C(C)C)n1N | 20%
COc1ccccc1NC(=O)[C@@H]1CCCN1S(=O)(=O)c1ccc(Cl)cc1 | -3%
COc1ccc(OCCOC(=O)Cc2coc3cc4c(cc23)CCC4)cc1 | 8%
CCOCCCNC(=O)NCC1Cn2cccc2CN1Cc1ccccc1 (stereo not given) | 28µM*
O=C(c1noc2c1CCCCC2)N1CCN(c2cccc(C(F)(F)F)c2)CC1 | -32%
CN(C)CCOC1CC2CCC1(C)C2(C)C (stereo not given) | 14%
CCCN1C(=O)CC[C@H]2CN(C(=O)c3ccc(F)c(OC)c3)CC[C@H]21 | 0%
Cc1ccc(CNC(=O)c2oc3c(c2C)-c2nn(Cc4ccc(Cl)cc4)cc2CC3)cc1 | ?
COc1cccc(-c2nc(CSCC(=O)NCc3ccccc3)c(C)o2)c1 | 2%
Cc1ccc(-c2cc(C(=O)NCc3ccncc3)[nH]n2)c(O)c1C | 11%
CCCc1ccc(S(=O)(=O)N2CCN(C3CCN(CCC(C)C)C3=O)CC2)cc1 (stereo not given) | 4%
COc1ccc(CCN2Cc3c(cccc3[N+](=O)[O-])C2=O)cc1OC | 33%
CN(C)C(=O)C1CN(C(=O)Nc2ccc(F)cc2F)CC12CCOCC2 (stereo not given) | 14%
CCc1cnc(C)nc1N1CCOC(c2ccc(Cl)cc2)C1 (stereo not given) | -17%
Cc1ccc(CN2CCC(CNC(=O)Nc3ccc(C)c(C)c3)C2)cc1 (stereo not given) | -13%
Cc1ccc(CSc2nc3c(cc2C#N)C(=O)CC(C)(C)C3)cc1 | 19%
Cc1ccc(C2CC(=O)C3=C(C2)OC(N)=C(C#N)C32C(=O)Nc3ccccc32)cc1 (stereo not given) | -7%
CN1N=C(C(=O)N2CCCC(CCc3ccc(F)c(F)c3)C2)CCC1=O (stereo not given) | -7%
CCc1cc(=O)oc2c(C)c(OCC(=O)NCCc3ccc(S(N)(=O)=O)cc3)ccc12 | 58%[activator]
Cc1cc(C)n(CC(=O)N[C@@H]2CN(Cc3ccccc3)C[C@H]2CN(C)C)n1 | ?
Cn1cc(C(=O)NCc2nnc3n2C(C(=O)NC2CC2)CC3)cn1 (stereo not given) | -5%[149 µM]
CCC(=O)N1CCc2cc(Br)cc(S(=O)(=O)Nc3ccc(C)cc3C)c21 | -4%
Cc1ccc(N2CC(C(=O)NCc3nnnn3-c3ccc(C)c(C)c3)CC2=O)cc1C (stereo not given) | -25%
O=[S+]([O-])(Nc1ccccc1)c1ccc2c(c1)OCCN(Cc1ccccn1)C2 | -4%[86.2 µM]
CN1c2cc(C(=O)NC3CCN(Cc4ccccc4)CC3)ccc2C(=O)N2CCCCC21 (stereo not given) | ?

Screens: PubChem, National Center for Advancing Translational Sciences (NCATS)
